# mcGAS MS inh: inhibitors of mouse cGAS. Q8C6L5. recombinant mouse cGAS, cGAMP by RapidFire MS. inhibition, % at 12.5 µM. actives 0.18% (n = 130,000). AID 1259397;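 active = inhibition of cGAS enzyme activity at or above 60%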;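 note: enzyme stimulated by 45 bp dsDNA with ATP and GTP substrates; cGAMP share of summed cGAMP plus half ATP and half GTP signals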
# Target sequence (Q8C6L5 whole entry, looked up): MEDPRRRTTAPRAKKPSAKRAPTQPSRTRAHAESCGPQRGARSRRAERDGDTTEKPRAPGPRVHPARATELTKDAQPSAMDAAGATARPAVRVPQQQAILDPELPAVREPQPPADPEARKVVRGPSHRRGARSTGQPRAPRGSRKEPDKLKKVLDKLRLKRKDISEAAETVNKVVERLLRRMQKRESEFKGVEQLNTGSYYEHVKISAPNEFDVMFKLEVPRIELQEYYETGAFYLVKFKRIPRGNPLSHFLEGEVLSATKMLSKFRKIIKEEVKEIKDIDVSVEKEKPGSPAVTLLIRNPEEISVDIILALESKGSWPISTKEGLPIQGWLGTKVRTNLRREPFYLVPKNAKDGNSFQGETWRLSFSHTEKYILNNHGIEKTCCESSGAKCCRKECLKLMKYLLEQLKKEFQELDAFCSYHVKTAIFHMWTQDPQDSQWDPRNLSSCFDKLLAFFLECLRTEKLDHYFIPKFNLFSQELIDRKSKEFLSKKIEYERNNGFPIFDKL
# An asterisk follows results filed as active; & = joins results of further samples.
SMILES	mcGAS MS inh
Cc1ccc(NC(=O)CC2S/C(=N/N=C\c3cccc(O)c3)NC2=O)cc1Cl (stereo unspecified)	-9.5
C=CCCC(=O)N1CCC(Oc2ccc(C(=O)NCCc3ccccc3)cc2)CC1	-6.7
CCc1nc2oc3cc(OC)ccc3c(=O)c2c(=O)n1-c1ccccc1	-7.3
CCCCN(C)C(=O)c1sc(=O)n(Cc2ccc(SC)cc2)c1C	-3.5
CS(=O)(=O)CCN1CCN(c2nccc(CCC(F)(F)F)n2)CC1	-5.0
O=C1CSC2=NCN(c3ccc(Cl)c(Cl)c3)CN12	-1.8
CC(C(=O)Nc1ccc2c(c1)OCCO2)S(=O)(=O)c1ccccn1 (stereo unspecified)	-1.2
CC1CN(c2nc(Nc3ccc(Cl)cc3)c3nccnc3n2)CC(C)O1 (stereo unspecified)	7.1

# The list continues:
SMILES	mcGAS MS inh
CCOc1ccnc2c1c(=O)n(CC(=O)NCCOC)c(=O)n2C	2.8
CC(Cn1cccn1)NC(=O)c1cc(-c2ccncc2)nc2ccccc12 (stereo unspecified)	-20.8
CCOc1ccc(C)cc1S(=O)(=O)N1CCN(Cc2ccc3c(c2)OCO3)CC1	-2.5
N#CC1=C(SCC(=O)Nc2ccc(F)cc2)NC(=O)C(C#N)C12CCCCC2 (stereo unspecified)	2.1
O=C(Nc1ccnn1CC1=CCCN(CCO)C1)c1ccco1	-14.7
O=C(c1ccc2oc(CCc3ccccc3)nc2c1)N1CCN(c2ccccn2)CC1	-9.3
COc1ccc(Nc2nc(NCCc3ccccc3)nc3nccnc23)cc1	-1.2
Cc1ccc(Cl)cc1N1CCN(CC(=O)Nc2cnccn2)CC1	-8.8

# (cont.)
SMILES	mcGAS MS inh
CCNC(=O)N1CCC(NC(=O)C2(c3cccs3)CC2(C)C)CC1 (stereo unspecified)	-12.9
Cc1ccc(S(=O)(=O)N2CCC3(CC2)Nc2ccccc2C(=O)N3c2ccccc2)cc1Cl	-5.4
CC1(C)CC(=O)C(C(c2cc([N+](=O)[O-])ccc2Cl)C2C(=O)CC(C)(C)CC2=O)C(=O)C1	-3.1
CC(Oc1cccc(-c2ccnc3[nH]ccc23)c1)C(N)=O (stereo unspecified)	-10.5
Cc1ccc(S(=O)(=O)N2CCCC(C(N)=O)C2)cc1 (stereo unspecified)	-8.8
COc1ccc(NC(=O)CSc2nc3c(cnn3CCO)c(=O)[nH]2)cc1	-25.6
O=c1c2nnn(-c3ccccc3)c2ncn1Cc1ccc(C(F)(F)F)cc1	0.8
CNc1cccc(-c2ccccc2OC)n1	-6.3

# (listing goes on)
SMILES	mcGAS MS inh
CCOc1cc(S(=O)(=O)Nc2cc(Cl)ccc2OC)ccc1Cl	4.2
N#CC(=Cc1ccncc1)c1nc2cc(C(F)(F)F)ccc2s1	-9.7
CC1(C)CC(C=Cc2ccccn2)=Cc2c1sc(NC(=O)CCl)c2C#N	-2.0
N#CCNC(=O)CN(CCO)c1ccc(Br)cc1	-9.5
COCCn1ccc2c(cnc3nc(C)nn32)c1=O	-10.1
COc1cccc(CN(C)C(=O)c2cn(Cc3ccc(Cl)cc3)nn2)c1	2.6
Cc1nc(C2CCCN2c2c(C#N)c(=O)n(C)c(=O)n2C)no1 (stereo unspecified)	-3.4
COC(=O)C(F)(F)C(F)(F)C(F)(F)OC(F)(C(=O)OC)C(F)(F)F (stereo unspecified)	-1.1

# Remaining list, next part.
SMILES	mcGAS MS inh
CC(C)N(C(=O)COC(=O)c1cccc(CC#N)c1)C1CCCCC1	-14.7
CN(Cc1csc(CC(=O)Nc2ccccc2)n1)Cc1ccco1	-9.1
O=C(NC1CC1)C1CNCCN1C(=O)C(c1ccccc1)c1ccccc1 (stereo unspecified)	-19.6
Cc1nn(C)c(Cl)c1-c1c(-c2ccccc2)ncn1CCc1cnc[nH]1	-3.3
CC(NC(=O)c1cccc2ccnn12)c1ccccc1-n1cccn1 (stereo unspecified)	-18.9
COc1cccc(C=NNc2ncnc3sc(C)c(C)c23)c1O	-10.1
CCCNC(=O)NC1(C(F)(F)F)Oc2cc(Cl)c(Cl)cc2O1	-1.6
CNC(=O)c1cncc(/C=C/C(=O)N(C)Cc2ccc(F)c(F)c2)c1	1.7

# Next results:
SMILES	mcGAS MS inh
COc1ccccc1N1CCC(N2CC[C@H](CO)[C@H](O)C2)CC1	-18.2
Cc1ccc(NC2CCCN(C(=O)c3ccoc3)C2)cc1C (stereo unspecified)	-7.8
Cc1cc(Nc2ccc3c(n2)C(=O)N(CC(=O)NCCc2ccccc2)C3)n(C)n1	8.2
O=C(/C=C/c1ccccc1)Oc1ccccc1C(=S)N1CCOCC1	-5.8
O=C(NCc1cccs1)c1cc2c(s1)CSC2	-7.3
N#Cc1c(N=CN2CCCC2)sc2c1CCCC2	-13.0
COC(=O)c1c(C)nc(C)c2c(=O)[nH]c3cc(OC)c(OC)cc3c12	-4.9
COc1cccc(C=C2N=C(c3ccccc3OC(F)F)OC2=O)c1	-10.5

# New compounds follow.
SMILES	mcGAS MS inh
CCOc1ccc2c(c1)C(C)CC(C)(C)N2C(=O)C1CCN(C(=O)C2CC2)CC1 (stereo unspecified)	-7.8
COc1ccccc1Oc1nc([N+](=O)[O-])nn1C	-21.4
N#CC(=Cc1ccc(F)cc1)c1nnc2n1CCCCC2	44.2
COc1ccc(CN2CCNC(=O)C2CC(=O)N(C)CCC2CCOCC2)cc1OC (stereo unspecified)	-5.0
CCCCn1cnc2c1c(=O)n(CC(=O)NC(=O)NCC)c(=O)n2CC(C)C	-0.3
Cc1nc(N2CCCC2)nc(-c2cccc(O)c2)c1C	-26.4
O=C(c1cn(C2CCCCC2)nn1)N1CCCC2(CCCN(Cc3ccccc3)C2)C1 (stereo unspecified)	-8.7
CN[C@H](CC(C)C)C(=O)N[C@H]1C(=O)N[C@@H](CC(N)=O)C(=O)N[C@H]2C(=O)N[C@H]3C(=O)N[C@H](C(=O)N[C@H](C(=O)O)c4cc(O)cc(O)c4-c4cc3ccc4O)[C@H](O)c3ccc(c(Cl)c3)Oc3cc2cc(c3O[C@@H]2OC(CO)[C@@H](O)[C@H](O)[C@H]2O[C@H]2C[C@](C)(N)[C@H](O)[C@H](C)O2)Oc2ccc(cc2Cl)[C@H]1O (stereo partly specified)	2.4

# Further entries
SMILES	mcGAS MS inh
CCC(NC(=O)N1CCC(CN2CCOCC2)CC1)c1ccncc1 (stereo unspecified)	-17.3
COCCn1c(=NC(=O)c2cc(C)nn2C)sc2cc(F)ccc21	1.6
CC1(C(=O)NCCc2ccccc2)CCN1Cc1ccccc1Cl (stereo unspecified)	-5.1
COc1ccc(C2CC2C(=O)N2CCN(C)CC2C)cc1 (stereo unspecified)	-4.2
CC(=O)N1CCc2c(sc(NC(=O)c3ccc(Cl)s3)c2-c2nc3ccccc3s2)C1	-4.5
Cc1cc(C)c2nc(C)cc(C(=O)N3CCC4(CC3)CN(C)CCN4C)c2c1	-9.9
O=[N+]([O-])c1ccc(N=Nc2c(O)[nH]c3ccc(Br)cc23)c([N+](=O)[O-])c1	-5.7
Fc1cccc(Cl)c1CN1CCN(c2nnnn2-c2ccccc2)CC1	-4.0

# (further entries)
SMILES	mcGAS MS inh
COC(=O)C1=C(C)NC(=O)N(C(C)=O)C1c1ccc2c(c1)OCO2 (stereo unspecified)	-2.1
Cc1c(C)n2c3c(=O)n(C)c(=O)n(C)c3nc2n1Cc1c(F)cccc1Cl	-4.7
CSCc1noc(CNc2nccc(-c3cn(C)nc3C)n2)n1	-9.8
NC(=O)C1CCN(S(=O)(=O)c2cccs2)CC1	-0.8
Oc1ccc(C2=Nn3c(nnc3-c3ccccc3O)SC2)cc1O	1.5
COC(C(=O)Nc1ccnn1C1CCN(C(=O)c2cccc(F)c2)CC1)c1ccccc1 (stereo unspecified)	-2.6
COc1ccc(OC(F)(F)F)cc1CC1(C)C(=O)Nc2c(Cl)ccc(Cl)c21 (stereo unspecified)	-5.3
COc1ccc(C2CC(=O)C3=C(C2)N=C(C)C(C#N)C3c2cc(OC)c(OC)cc2Br)cc1 (stereo unspecified)	-3.3

# (listing goes on)
SMILES	mcGAS MS inh
C=CC[C@@H]1CC=C[C@@H](C)N1C(=O)COc1ccc(F)cc1	-4.5
C=CCn1nnc(NC(=O)c2ccc(OCC)c(Br)c2)n1	-11.1
CCn1nnc2c(N3CCN(C(C)=O)CC3)ncnc21	-11.3
COCC(C)N1CCN(C(C)c2cccc(Cl)c2)CC1 (stereo unspecified)	-4.2
CC1=C(C(=O)Nc2ccccc2)C(c2cccnc2)n2nc(SCc3ccccc3)nc2N1 (stereo unspecified)	-5.2
O=C(c1ccc(S(=O)(=O)C(F)F)cc1)N1C2CCC1CC(O)C2 (stereo unspecified)	4.5
Cc1ccc(-c2nc(C)sc2CC(=O)NCc2ccccc2Cl)cc1	3.5
CCCCC(=O)Nc1cc(C(N)=O)n(C)c1	-22.9

# Ordered by number of heavy atoms (high to low): part of the list above.
SMILES	mcGAS MS inh
Cc1ccc(-c2nc(C)sc2CC(=O)NCc2ccccc2Cl)cc1	3.5
O=C(c1ccc(S(=O)(=O)C(F)F)cc1)N1C2CCC1CC(O)C2 (stereo unspecified)	4.5
C=CCn1nnc(NC(=O)c2ccc(OCC)c(Br)c2)n1	-11.1

# Next records follow:
SMILES	mcGAS MS inh
O=P(O)(O)Oc1ccccc1	-8.0
O=[N+]([O-])c1c(-c2ccccc2)c2cc(Br)ccc2n2nnnc12	-0.4
Fc1ccc(Cn2nnc(-c3ccc(Br)cc3)n2)cc1	-2.7
O=C(NC1CC1)C1CC(=O)N(C2CCCCCC2)C1 (stereo unspecified)	-7.5
NCC(=O)NNC(=O)OCC1c2ccccc2-c2ccccc21	-3.1
Cc1ccccc1-n1ncc(C(=O)Nc2ccccc2C(=O)N(C)C)c1C	-4.3
COc1ccc(NC(=O)C2(C)CCN2Cc2ccccc2Cl)cc1OC (stereo unspecified)	-9.0
COCc1ccc(CN2CCC(CCC(=O)NC3CC3)CC2)o1	-3.6

# The results go on:
SMILES	mcGAS MS inh
CCN1CCN(C(=O)NC(c2ccc(C)c(F)c2)C(Cl)Cl)CC1 (stereo unspecified)	-11.7
CC(C)(C)n1ncc2c(=O)n(NC(=O)Cc3ccc(Cl)cc3)cnc21	3.0
COc1ccc(-c2ccccc2OC(C)C(N)=O)c2ccc(C)nc12 (stereo unspecified)	-28.8
O=C(CSc1nnc(CNC(=O)c2cccs2)n1-c1ccc(Cl)c(Cl)c1)Nc1ccccc1C(F)(F)F	-3.1
CCOC(=O)C12C(=O)OC(C)(C)C1C2(CC)C(=O)c1ccc(-c2ccccc2)cc1 (stereo unspecified)	-6.7
Cc1nc(-n2cnnc2)ccc1Br	-14.3
CCCCn1c(=O)c2ccccc2n2c(SCC(=O)NC(=O)NC3CCCCC3)nnc12	-8.3
COc1ccc(C(=O)N2C[C@H]3CC=CC[C@H]3C2)c(O)c1	-11.8

# Next part
SMILES	mcGAS MS inh
CC(C)C(=O)NCCc1nc2ccccc2n1C(C)c1ccccc1 (stereo unspecified)	-4.1
COC(=O)c1ccc(OC)c(CN2C(=O)N(c3ccccc3C)S(=O)(=O)c3ccccc32)c1	-8.9
Cc1nn(CCC(=O)NCC2(O)CCCNCC2)c(C)c1C (stereo unspecified)	-14.3
CS(=O)(=O)c1ccc(CC(=O)N(Cc2ccccn2)c2nc3c(F)cccc3s2)cc1	-6.4
CC1CC(C)CN(c2nc3c(c(=O)[nH]c(=O)n3C)n2Cc2ccccc2F)C1 (stereo unspecified)	-6.0
Cc1nc(CN(C)CC(=O)NCc2cccnc2)nc2ccccc12	-13.1
CCC(C)N(Cc1cccc(Cl)c1)C(=O)c1ccc(C)c(N2CCNC2=O)c1 (stereo unspecified)	-36.3
Cn1cc(Cn2cnc(-c3ccccc3)c2-c2nn(C)cc2Cl)cn1	-25.6

# Additional compounds
SMILES	mcGAS MS inh
CCN(CC)C(=O)NCc1c(C)cc(C)cc1C	6.1
Cc1ccc(C2=N/C(=C\c3ccc(N(C)C)cc3)C(=O)O2)cc1C	-5.2
COC1(OC)N=C(N)C2(C#N)C(c3ccc4c(c3)OCO4)C12C#N (stereo unspecified)	10.7
CC1CN(S(=O)(=O)c2cccc3nsnc23)CC(C)O1 (stereo unspecified)	13.2
CNC(=S)NN=CC1=CCC2CC1C2(C)C (stereo unspecified)	-15.9
Cc1cn2c3c(=O)n(Cc4ccc(F)cc4)c(=O)n(C)c3nc2n1CCOCCO	-8.8
Cc1nc2scc(C)n2c1C=Cc1nc2ccccc2s1	-3.7
COc1cccc(CN2CCCC(N(C)Cc3ccccc3)C2)c1OC (stereo unspecified)	-6.2

# (list continues)
SMILES	mcGAS MS inh
COCCNC(=O)CC1C(=O)NCCN1Cc1ccccc1C (stereo unspecified)	-5.7
CCN1CCN(c2nc3nonc3nc2NC2CCCC2)[C@@H](C)C1=O	-2.6
COc1ccc(-c2nnc(CSC(=S)N3CCCC3)o2)cc1	-10.6
O=C(/C=C/c1c(C(=O)O)[nH]c2cc(Cl)cc(Cl)c12)Nc1ccccc1	5.1
CCc1ccccc1NC(=O)CC1(NC(=O)OC(C)(C)C)CCC1	-5.6
CCN(CC(=O)NC1CCOCC1)CC(O)c1ccc(C)cc1 (stereo unspecified)	-1.2
O=C(c1ccc2[nH]ccc2c1)N1CCCC(Nc2ccc(F)c(F)c2)C1 (stereo unspecified)	-0.9
Cc1nn(-c2ccccn2)c2c1C(Cl)=C(/C=N\NC(=O)c1ccncc1)CC2	-1.5

# Next section:
SMILES	mcGAS MS inh
CC(C)NC(=O)c1ccc(Cl)c(NC(=O)CN2C(=O)c3cccnc3C2=O)c1	10.1
CCC(=O)Nc1sc(C)c(C)c1C(N)=O	-10.1&-5.9
CCCOc1ccc(CSc2nnc(CC)n2N)cc1	-29.6
COc1ccccc1NC(=O)CN(Cc1ccco1)C(=O)c1ccc(=O)[nH]c1	-5.5
Cc1ccc(-n2cc[nH]c2=S)c(C)c1	-2.2
Oc1ccccc1-c1nnc2n1N=C(c1ccc(F)cc1)CS2	-7.6
CCc1ncc(C(=O)NCc2cc3c(O)n(CC)cc3nc2OC)cn1	-15.4
CC(C)COc1cccc(C(=O)N2CCN(Cc3cc(=O)n4ccsc4n3)CC2)c1	-5.6
CN(Cc1cc(C2CC2)n[nH]1)Cc1nc(Cc2ccccc2F)no1	-7.8

# Screens: PubChem BioAssay, Fisher Drug Discovery Resource Center

# The list is partial; the hit share may differ from the screen's.
